AI-2 QS mod: modulators of Vibrio harveyi AI-2 quorum sensing system | Vibrio harveyi JMH597 AI-2 luminescence/OD600 ratio, 9 h; stronger effect = lower value; strain lacks LuxN and CqsS sensors; 0 = neutral-control median | activity change, % at 7.5 µM | 300,000 compounds, 0.4% hits | AID 2094; in the data active = activity change below about -75%, passing the limit was not always enough; inconclusive = no clear call, values can overlap the other calls;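 note: luminescence divided by OD600 gain over 9 h not by final OD600 alone; inactives centre near 13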
IEC-6 tox: counter-screen for KLF5 inhibitors: cytotoxicity in IEC-6 cells; inhibition, % at 5 µM; IEC-6 cytotoxicity, luminescence viability; 290,000 compounds, 0.78% hits; AID 1825; in the data active = inhibition above about 22%;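 note: 0% = plate median of test compound wells and 100% = cytotoxic reference compound wells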
aSyn 5UTR inh: MLPCN primary screen, SNCA 5' untranslated region; alpha-synuclein 5'UTR reporter, inhibitor activity; inhibition, % (tested at 7.5 µM); 300,000 compounds, 0.82% hits; AID 1813; in the data active = inhibition above about 60%; inconclusive = no clear call, values can overlap the other calls;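 note: H4 neuroglioblastoma cells stably carrying SNCA 5'UTR luciferase fusion; 0% = DMSO wells and 100% = positive control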
HSF1 inhib: HSF1 inhibition. NIH3T3-HGL HSE-luciferase, MG132-induced, luminescence 8 h; stronger effect = lower value. 300,000 compounds, 0.77% hits. activity change, negative = inhibition, % at 7.5 µM (by protocol). AID 2098;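 active = more than half of replicate wells show activity change below -50%, luminescence cut by over half; inconclusive = some wells, but at most half, below -50%; inactive = no replicate well below -50%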;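 note: luciferase reports HSF-1 transcriptional activity via heat shock element; 0% = median of DMSO wells and -100% = zero luminescence signal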
HSP90 inh: blocks HSP90-mediated luciferase refolding in reticulocyte lysate. Rabbit reticulocyte lysate, luciferase refolding luminescence, 3 h. inhibition, % at 5.6 µM. 290,000 compounds, 0.91% hits. AID 1789;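 active = inhibition above the screen-wide mean plus 3 SD, computed separately per campaign, cut at about 16% in these data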;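 note: 0% = DMSO wells and 100% = 60 µM geldanamycin wells; inhibitors lower the luminescence because luciferase stays unfolded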
GSK3beta inhib: inhibitors of human GSK3beta kinase | GST-GSK3beta kinase, ADP-Glo luminescence, 60 min; stronger effect = lower value | activity score (negative = inhibition), % at 10 µM | 300,000 compounds, 0.038% hits;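 active = more than half of replicate wells score below -50%, meaning over 50% inhibition versus plate controls; inconclusive = some replicates but at most half score below -50%; inactive = no replicate scores below -50%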;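 note: 0% = median DMSO wells and -100% = median GW8510 positive control wells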
Target sequence (P49841 whole entry, looked up): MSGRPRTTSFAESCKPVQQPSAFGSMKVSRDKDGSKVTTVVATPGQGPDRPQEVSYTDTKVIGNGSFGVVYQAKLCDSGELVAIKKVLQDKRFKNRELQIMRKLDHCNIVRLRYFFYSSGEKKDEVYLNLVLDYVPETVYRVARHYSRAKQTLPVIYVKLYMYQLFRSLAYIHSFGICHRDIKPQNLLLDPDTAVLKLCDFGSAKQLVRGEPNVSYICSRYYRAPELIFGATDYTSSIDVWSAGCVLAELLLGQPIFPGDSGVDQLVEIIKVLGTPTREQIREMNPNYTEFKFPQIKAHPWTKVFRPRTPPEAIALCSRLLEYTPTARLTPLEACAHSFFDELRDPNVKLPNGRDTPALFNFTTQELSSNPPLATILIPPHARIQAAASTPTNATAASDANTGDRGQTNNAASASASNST
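test system = GST-tagged human GSK3beta kinase, cell-free | reagent = 25 µM ATP with peptide substrate | dosing = one dose of 10 µM per compound | schedule = 60 min reaction, RT | detection = luminescent ADP-Glo measurement of ADP formed | control set = DMSO neutral wells and GW8510 at 20 µM as positive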
HSF-1 act: increases HSF-1 driven luciferase reporter signal; NIH3T3-HGL HSF-1 luciferase reporter, MG132, 8 h; 100% = twice DMSO control signal; activation, % at 9 µM; 300,000 compounds, 1.7% hits;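 active = mean replicate activation of at least 50% with a set share of replicates each reaching 50%; inconclusive = only one of those two conditions met; inactive = mean below 50% and too few replicates reaching it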;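 note: 0% = median of the neutral control wells and 100% = twice that signal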
KLF5 inh: kruppel-like factor 5 inhibition; 290,000 compounds, 0.23% hits; inhibition, % at 5 µM; DLD-1 KLF5 promoter-luciferase reporter, luminescence;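 active = inhibition above a per-plate limit of that plate's mean compound inhibition plus 3 SD, cut at about 60% in these data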;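 note: 0% = DMSO wells and 100% = LY294002 at 200 µM; higher means less KLF5 promoter-driven luciferase light; inactives centre near -14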
GSK3 alpha inh: inhibitors of human GSK-3 alpha kinase | inhibition, % at 10 µM | P49840 | 320,000 compounds, 0.1% hits | ADP-Glo luminescence, 60 min;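 in the data active = inhibition above about 50%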;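 note: GST-tagged GSK-3 alpha with peptide substrate and 25 µM ATP; 0% = DMSO neutral wells and 100% = GW8510 positive control wells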
Target sequence (P49840 whole entry, looked up): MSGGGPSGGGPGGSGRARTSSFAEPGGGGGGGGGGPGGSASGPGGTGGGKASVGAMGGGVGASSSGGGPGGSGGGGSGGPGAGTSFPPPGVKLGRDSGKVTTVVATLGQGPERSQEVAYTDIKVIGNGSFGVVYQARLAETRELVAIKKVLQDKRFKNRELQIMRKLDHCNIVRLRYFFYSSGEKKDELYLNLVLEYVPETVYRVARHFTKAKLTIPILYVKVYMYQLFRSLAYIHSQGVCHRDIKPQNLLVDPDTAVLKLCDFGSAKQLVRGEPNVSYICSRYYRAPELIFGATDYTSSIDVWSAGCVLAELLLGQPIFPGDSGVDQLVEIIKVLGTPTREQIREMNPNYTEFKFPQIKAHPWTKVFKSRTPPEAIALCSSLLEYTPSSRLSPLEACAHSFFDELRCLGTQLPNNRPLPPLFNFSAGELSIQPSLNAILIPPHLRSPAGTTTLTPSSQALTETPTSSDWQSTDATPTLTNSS
HIF act: HIF pathway transcriptional activation; AID 1910; U2OS HRE-luciferase reporter, luminescence; normalized: DMSO 0%, desferrioxamine 100%; 300,000 compounds, 0.32% hits; activation, % at 7.5 µM (by protocol);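 active = mean activation of at least 10% of the iron chelator positive control signal, with at least half of replicates also reaching 10%; inconclusive = mean and replicate majority disagree about reaching 10%; inactive = mean and most replicates under 10%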
An asterisk follows results filed as active; ? = inconclusive; . = not tested or not shown.

SMILES	AI-2 QS mod	IEC-6 tox	aSyn 5UTR inh	HSF1 inhib	HSP90 inh	GSK3beta inhib	HSF-1 act	KLF5 inh	GSK3 alpha inh	HIF act
O=C(O)Cc1ccc(NC(=S)NCc2ccco2)cc1	9	-4	16	-7	-2	-7	-3	-24	-3	-0.5
CC(=O)Nc1ccccc1NC(=O)c1cc(C)cc(C)c1	2	-2	1	4	-1	0	9	-5	-2	-0.1
Cc1nnc(NC(=O)CSc2nnc(C)n2-c2ccc(F)cc2)s1	11	-4	-3	-2	-5	-1	-1	-36	-1	-0.5
Cc1occc1-c1nnc(SCC(=O)Nc2ccccn2)o1	26	0	-115	9	-1	3	-7	-73	0	2.8
O=c1c2c3c(sc2n(CCN2CCCC2)c(=O)n1Cc1ccco1)CCCCC3	10	-5	6	8	6	-2	9	23	-3	-0.2
Cc1cc(=O)[nH]c(SCC(=O)Nc2ccc(S(=O)(=O)N3CCCCC3)cc2)n1	15	-2	-18	-9	-1	4	-9	-55	-5	0.0
Cc1ccc(C)c(S(=O)(=O)N2CCCCC2CCNC(=O)C(=O)NC2CC2)c1 (centres undefined)	7	.	-6	20	.	-8	-6	.	2	-0.2
Cc1ccc(C(=O)N/N=C/c2cc(Br)ccc2O)cn1	.	84*	3	5	-5	.	12	83*	-2	16*
CC(C)Nc1nnc(SCC(=O)c2c[nH]c3ccccc23)s1	1	0	-16	5	-5	1	30	1	-3	-0.6
CCc1nn(C)c(N)c1C	9	-6	6	-3	-7	-2	-1	-13	-2	-0.1
O=C(N1CCOCC1)N1CCc2ccccc21	.	4	12	-11	3	.	-13	-12	-4	0.9
O=[N+]([O-])c1ccc(O)c(/C=N/n2c(-c3ccccc3)n[nH]c2=S)c1	6	-2	1	4	-3	-3	22	-33	28	-0.2
Cc1nn(C)c(Oc2cccc(Cl)c2)c1C(=O)O	21	0	-11	6	2	-3	35	-18	-2	0.0
CCc1ccc(NC(=O)CN2C(=O)CC(C)S(=O)(=O)c3ccccc32)cc1 (centres undefined)	-4	5	-2	1	2	1	-13	-30	3	0.3
O=C1c2ccccc2CN1c1ccccc1	6	10	-107	13	0	-4	19	-95	0	2.8
O=C(OCc1ccccc1)/C(=C(\O)c1ccccc1Br)c1ccc(-c2ccccc2)cn1	19	.	-23	2	.	0	4	.	-2	0.4
C=C(C)C(=O)Nc1cccc(C2=NOC3(C2)C[C@@H](C(N)=O)N(C(=O)c2cc([N+](=O)[O-])cc([N+](=O)[O-])c2)C3)c1 (some centres undefined)	18	.	-7	9	.	-2	-14	.	-2	-3.3
O=[N+]([O-])c1nn(-c2ccc3c(c2)OCCO3)n(O)c1=NC1CCCCCC1	15	-3	-91	-13	2	-1	-2	-36	-3	0.0
Cc1ccnc(NS(=O)(=O)Cc2ccccc2)c1	5	1	9	2	2	1	13	3	-3	0.0
N#Cc1cc(-c2ccccc2)nnc1Oc1ccccc1Cl	-20	-6	7	-12	-1	0	-26	-11	1	0.1
CC(=O)Nc1ccc(Oc2ccc3c(c2)C(=O)NC3=O)cc1	12	-1	2	-6	0	-7	7	-31	-2	1.5
O=C(COC(=O)C1CSC2(c3ccc(F)cc3)CCC(=O)N12)NC(=O)NC1CCCC1 (centres undefined)	12	-8	16	20	5	1	57*	-21	1	-0.2
O=C1CCN(CCc2ccccc2)CCN1CCSc1ccc(Br)cc1	28	.	2	10	.	1	34	.	0	-3.3
COc1ccc(NC(=O)C2CCCCN2S(=O)(=O)c2ccc(F)cc2)c(OC)c1 (centres undefined)	23	4	14	-3	1	-1	-5	-27	-2	-0.1
O=C(O)c1ccc2oc(=O)c(S(=O)(=O)c3ccccc3)cc2c1	7	4	-30	-1	-3	-4	1	0	-3	0.3
O=C1C2CCCN2C(c2ccc(Br)cc2)N1c1ccc(F)cc1 (centres undefined)	13	-1	-9	-6	0	-12	10	-3	4	-0.3
Cc1ccc(CC(=O)Nc2nc3ccccc3[nH]2)cc1C	15	-4	4	-2	1	2	4	-53	-2	1.8
Cc1cccc(C(=O)NCCNc2nc3cc(C)c(C)cc3cc2C)c1	10	4	-10	-4	6	1	-1	-8	1	0.5
COc1ccc2oc(C(=O)OCC(=O)NC3CCCCC3)c(C)c2c1	27	.	-25	5	.	-5	12	.	0	0.5
CC12CCC(=O)N1C(C(=O)NNC(=O)COc1cccc(C(F)(F)F)c1)CS2 (centres undefined)	20	.	21	1	.	-3	-12	.	1	0.8
CCCCC(=O)Nc1ccc(NCc2ccc(C)s2)cc1	-2	-5	0	-9	2	0	-13	-41	-2	1.0
COc1ccc(S(=O)(=O)Nc2ccc(C(F)(F)F)cc2)cc1OC	-5	6	24	-1	2	-1	19	-20	-3	-0.5
O=C(CN1CCN(Cc2ccccc2)CC1)N/N=C/C=C/c1ccco1	13	-1	-95	0	-2	-1	27	-25	-1	-0.4
NC(=O)c1c(NC(=O)C2c3ccccc3Oc3ccccc32)sc2c1CCCCC2	21	1	-17	0	3	-1	-15	-6	1	0.7
Cn1cccc1/C=C1\SC(=O)N(CC(=O)Nc2ccc(Cl)cc2)C1=O	6	5	3	.	3	1	.	-14	-2	0.2
Cc1ccccc1NC(=S)NNC(=O)c1ccco1	3	1	-20	7	-1	3	-16	-39	.	-0.5
Cc1cc(NC(=O)c2ccc(Cl)cc2)c(C)cc1O	23	2	-46	15	2	0	21	-30	3	1.0
O=C(Cc1c[nH]c2ccccc12)NCc1ccc2c(c1)OCO2	?	-8	-9	-14	-1	-7	0	-11	6	0.3
CCOC(=O)N1CCN(CC(O)COc2ccc(C(C)C)c(C)c2)CC1 (centres undefined)	2	-4	11	0	4	4	10	-26	-3	1.2
Cc1ccc(OCc2ccc(Br)cc2)c([N+](=O)[O-])n1	64	4	-141	29	-2	-17	77*	-170	0	2.6
CCOC(=O)C1=C(c2ccccc2)NC(=O)NC1c1cccc(OC)c1OC (centres undefined)	34	.	-6	-5	.	-5	-8	.	1	0.6
O=C(Nc1ccc(F)cc1)c1oc2ccccc2c1NC(=O)C1CCCC1	9	-4	23	-2	-2	-1	16	-20	0	-0.2
Cc1cc(C)cc(OCC(=O)Nc2ccc(S(=O)(=O)Nc3ccccn3)cc2)c1	-56	-4	1	-2	-3	3	-1	2	13	-0.6
[O-][N+]12CCN(CC1)c1ccccc12	11	-4	1	0	-2	-3	-9	-17	-2	-0.5
CN1CCN(C(=S)NC(=O)c2ccc(C(C)(C)C)cc2)CC1	59	10	-21	7	-6	2	-4	12	-2	-0.2
COc1cc(CC(NC(C)=O)C(=O)NC2CCN(C(=O)c3ccc(C)cc3)CC2)cc(OC)c1 (centres undefined)	23	2	9	-5	-5	1	4	-4	-1	-8.5
COc1ccc(NC2CS(=O)(=O)CC2NCc2ccccc2)cc1 (centres undefined)	31	-1	16	3	1	-3	0	-31	-1	-0.2
Cc1cc(NS(=O)(=O)c2ccc(NC(=S)NC(=O)c3ccc(Br)cc3)cc2)no1	22	10	24	-6	4	1	19	-17	.	-0.4
CC1=NNC(=O)C1CC(=O)N/N=C(/C)c1cccc([N+](=O)[O-])c1 (centres undefined)	8	-4	13	-1	-1	-4	-5	-25	-1	-0.7
CC(=O)Nc1c(C#N)c(C(C)(C)C)cn1C	8	4	31	-8	1	-3	-7	-13	0	-0.1
O=C(O)CCc1ccc(-c2ccccc2)n1CC(=O)O	20	6	1	-8	1	1	9	-20	-5	-0.6
CC1CCCCN1CCNC(=O)C1CCN(S(=O)(=O)c2cccc3cccnc23)CC1 (centres undefined)	-4	-5	-7	-8	-3	3	-5	-20	0	.
COc1cccc(CSc2nc3ccccc3[nH]2)c1	-70	5	-144	63	8	3	112*	-103	-2	0.8
Cc1ccc2oc(-c3ccc(C)c(NC(=S)NC(=O)c4cccs4)c3)nc2c1	22	-4	-193	-23	4	-1	-27	20	-3	2.0
Cc1nc2c(C)cccn2c1/C(O)=C1\C(=O)C(=O)N(CCN(C)C)C1c1ccccc1 (centres undefined)	22	4	14	-6	-3	3	-19	-26	1	-0.6
O=C(Nc1ccc(OC(F)(F)F)cc1)C1CCCN(S(=O)(=O)c2cnc[nH]2)C1 (centres undefined)	20	4	10	12	-3	9	26	-45	0	-0.5
CNS(=O)(=O)c1ccc(NC(=O)C2CC(=O)N(c3ccc(Cl)cc3)C2)cc1 (centres undefined)	43	10	10	-13	-5	-1	-4	12	1	-0.7
Cc1ccccc1N1CC(=O)N(c2ccccc2C)CC1=O	21	-2	8	0	-2	4	-8	-27	-2	0.1
Cc1ccc(NC(=O)NC2CCN(CC(=O)Nc3nccs3)CC2)cc1	10	-1	1	-9	-1	0	-11	-22	1	0.0
Clc1cccc(Cl)c1Cn1cnc2c(N3CCCCCC3)ncnc21	31	1	50	2	-4	-4	-7	-31	-2	-0.3

The list continues.
SMILES	AI-2 QS mod	IEC-6 tox	aSyn 5UTR inh	HSF1 inhib	HSP90 inh	GSK3beta inhib	HSF-1 act	KLF5 inh	GSK3 alpha inh	HIF act
CCOCCCNC(=O)C(=O)NCCCOCC	14	0	36	-4	-2	-2	5	-4	1	0.1
COc1cccc2cc(C(=O)Nc3ccccc3C)/c(=N/NS(=O)(=O)c3ccccc3)oc12	11	2	-4	3	4	2	7	-7	-2	-0.2
CCNC(=S)NCCN1CCCCC1	5	-4	14	-1	1	0	2	-9	-2	-0.1
Oc1cccc(Nc2nc(O)c(/C=C3\C=Nc4ccccc43)s2)c1	.	5	.	.	-2	.	.	-52	-2	.
COc1cc2c(cc1OC)C(c1ccccc1C)CC(=O)N2 (centres undefined)	18	-5	17	-5	1	1	-1	-42	2	-0.5
CC(C)OP(=O)(OC(C)C)C(Nc1ccccc1)c1ccccc1C(F)(F)F (centres undefined)	16	-6	27	7	3	-1	-9	-40	-1	-0.8
O=C(OCc1csc(-c2ccccc2)n1)c1ccccc1O	16	-4	-149	-11	-5	3	-11	-19	-3	0.7
CCn1c(SCC(=O)Nc2cccc(C)n2)nnc1-c1ccco1	20	2	-1	5	2	-4	11	6	1	0.1
COc1ccccc1C/C(N)=N/OC(=O)COc1cc(C)cc(C)c1C	8	4	12	-9	-1	7	5	-36	-1	-0.1
COc1ccc(C(=O)O)cc1S(=O)(=O)NCCc1ccccn1	14	-7	2	-1	11	0	4	-10	-2	-7.3
CS(=O)(=O)Nc1ccccc1N=C(c1ccccc1)c1ccccc1	-1	0	1	-9	-3	-1	0	-37	-2	-0.7
COCCCN1C(=O)/C(=C/c2ccc(CNS(=O)(=O)c3ccccc3)o2)C(C(=O)OC)=C1C	3	2	17	11	2	-1	18	-14	-2	0.0
Cc1cccc(-c2nnc(SCC(=O)Nc3cc(C)on3)n2C)c1	24	0	4	-2	-2	2	1	-23	-1	0.7
O=C(NCCCc1ccccc1)c1ccc(CS(=O)Cc2ccc(Cl)cc2)o1 (centres undefined)	42	8	14	5	2	2	-12	-14	-5	-0.2

Screening results as filed in PubChem.
